# NCI-60 one-dose screen, 48 h, at 10 µM unless noted. Numbers give growth in % (100 = growth as untreated, 0 = no growth, -100 = all killed).
# MDA-MB-435: MDA-MB-435 melanoma | 82,000 tested, 7.8% active | AID 1794794
# RPMI-8226: RPMI-8226 leukemia cells. 77,000 tested, 7.5% active. AID 1794781
# HOP-62: HOP-62 NSCLC | AID 1794735 | 80,000 tested, 3.9% active
# SR: SR leukemia cells | 73,000 tested, 8.7% active | AID 1794780
# MOLT-4: MOLT-4 leukemia cells; AID 1794779; 80,000 tested, 6.9% active
# K-562: K-562 leukemia | 78,000 tested, 7.4% active | AID 1794777
# CCRF-CEM: CCRF-CEM leukemia. 77,000 tested, 7% active
# MDA-MB-468: MDA-MB-468 breast cancer. 78,000 tested, 8.5% active
# An asterisk follows results filed as active; . = not tested or not shown; & = joins results of further samples; [ ] = dose if it differs, or a comment. How the source made its calls: active means growth percent below 10; inactive means the rest. The order is random; about 15% have a hit in one of these screens.
No.	Structure	MDA-MB-435	MDA-MB-468	SR	K-562	CCRF-CEM	HOP-62	RPMI-8226	MOLT-4
1	COC(=O)c1ccc2[nH]c(O)c(C(=Nc3ccc(N(C)C(=O)CN4CCN(C)CC4)cc3)c3ccc(CO)cc3)c2c1	84	62	31	20	52	75	101	55
2	COc1cc(NS(=O)(=O)c2ccc(NC3=C(Cl)C(=O)c4ncccc4C3=O)cc2)ncn1	114	113	115	101	103	107	106	112
3	Cc1nc(-c2ccc(F)cc2)ccc1NC(=O)Nc1cc(C(F)(F)F)cc(C(F)(F)F)c1	106	100	91	90	99	89	99	101
4	CC12C=CC(=O)C=C1CCC1C2C(O)CC2(C)C1CCC2(O)C(=O)CSc1ncnc2nc[nH]c12 (centres undefined)	103	95	85	92	111	125	127	85
5	COc1cc(CNC(=O)CCCC/C=C/C(C)C)ccc1OCc1nnc(Nc2ccc(F)cc2)o1	100	88	89	70	93	.	84	104
6	CCCCS(=O)CCC(N)C(=O)O (centres undefined)	115	.	101	96	102	106	100	97
7	COc1cc(C(=O)NC(=S)Nc2csc(-c3ccc(F)cc3)n2)cc(OC)c1OC	110	94	84	110	104	96	83	105
8	CSc1nc(NN)c(C#N)c(-c2cccs2)n1	110	97	79	95	88	87	94	91
9	CCOC(=O)C(=CNc1cccc(N(C)C)c1)C(=O)OCC	91	93	108	103	89	105	96	101
10	CC(=O)c1ccc(NC(=O)C(C)N2CCN(c3cc4c(cc3F)c(=O)c(C(=O)O)cn4C3CC3)CC2)cc1 (centres undefined)	104	92	.	95	95	84	93	103

# Values by screen from the entries so far.
# K-562, nos. 1–7: 20, 101, 90, 92, 70, 96, 110
# RPMI-8226, nos. 1–7: 101, 106, 99, 127, 84, 100, 83
# CCRF-CEM, nos. 1–7: 52, 103, 99, 111, 93, 102, 104

# Additional structures
No.	Structure	MDA-MB-435	MDA-MB-468	SR	K-562	CCRF-CEM	HOP-62	RPMI-8226	MOLT-4
11	CN(C)c1ncc(/C=C2\SC(=S)N(Cc3ccccc3)C2=O)s1	100	91	104	98	95	96	103	93
12	NCCCCCCCN	85	108	85	92	105	98	114	99
13	Fc1cc(C(F)(F)F)ccc1-c1cnc(Cl)nc1NC1CCCCCC1	103	98	94	82	94	95	81	90
14	Clc1nc(N2CCC[N+]3(CC2)CC[N+]2(CCCNCC2)CC3)nc(N2CCC[N+]3(CC2)CC[N+]2(CCCNCC2)CC3)n1 (centres undefined)	90	66	90	104	97	91	100	92
15	COc1ccc2nc3cc(Cl)ccc3c(C#N)c2c1	115	107	101	96	78	83	.	88
16	CCOC(=O)c1c2c(n(-c3ccc(F)cc3)c1-c1ccccc1)C=CCC2	92	87	105	86	100	90	83	80
17	CN1C(=O)N(C)[C@H]2NC(NN)=N[C@H]21	101	101	100	99	.	99	118	101
18	COc1ccc(-c2nc(-c3cn(C)c4ccccc34)cs2)cc1	107	56	111	102	93	112	106	102
19	c1ccc(-c2ccc(-c3nc4ncccn4c3NCCN3CCOCC3)cc2)cc1	97	91	.	92	90	81	80	81
20	O=C(Nc1ccc(N=C=S)cc1Cl)c1cc(Cl)cc(Cl)c1O	106	91	.	98	.	105	.	102
21	O=C1CCC2(CCCCC2)N1	116	97	90	105	87	105	94	89
22	O=C(CSc1nnc(-c2c[nH]c3ccccc23)n1-c1ccccc1)c1ccc(Br)cc1	41	22	91	82	86	74	54	92
23	CCOC(=O)CC1CSC(c2ccccc2O)=N1 (centres undefined)	108	111	104	99	94	109	102	98
24	Cn1ccnc1COc1ccc(C(=O)N2CCN(c3ccccn3)CC2)cc1	104	86	.	.	126	117	99	.
25	CCOC(=O)C1CCN(S(=O)(=O)c2ccc3c(c2)CN(C(=O)C(F)(F)F)CC3)CC1	102	123	88	93	99	99	101	101
26	c1ccc(-c2nc(Nc3ccc(-c4nc5ccccc5[nH]4)cc3)nc(N3CCOCC3)n2)cc1	-81*	-63*	8.9*	-30*	-16*	-64*	-23*	-38*
27	COc1ccc(Cn2c(NCCN)nc(=O)n(Cc3ccc(F)cc3)c2=O)cc1	104	81	69	91	114	102	104	83
28	CCN(CC)CCC(=O)c1cccc([N+](=O)[O-])c1	106	109	109	100	116	112	83	110
29	CCC(=O)N1CCCC1=O	103	91	88	81	110	102	110	92
30	Nc1c(C(=O)Nc2ccncc2)sc2nc3c(cc12)CCCC3	87	63	60	60	76	91	60	66
31	NC(=O)CC(=O)O	107	77	99	97	104	85	110	100
32	N#C/C(=C/c1c(Cl)cccc1Cl)C(N)=O	96	86	66	113	91	93	97	82
33	CC(=O)N1N=C(c2ccc(Oc3nnnn3-c3ccccc3)cc2)OC1c1ccc(F)cc1 (centres undefined)	102	103	63	73	78	115	76	78
34	Nc1c(C(=O)Nc2cccc3ccccc23)sc2nc3c(cc12)CN(CCc1ccccc1)CC3	79	101	98	71	109	101	96	110
35	CCCCCc1ccc(S(=O)(=O)OCc2cc(=O)c(O)co2)cc1	102	105	97	97	97	97	93	98
36	OC(c1ccccc1)(c1ccccc1)C(F)(F)Cl	96	118	.	101	101	113	97	99
37	O=C(/C=C\c1ccccc1)N1c2ccccc2CC1c1c[nH]c2ccccc12 (centres undefined)	84	81	74	66	69	57	56	44
38	N#Cc1nc(-c2ccccc2)oc1S(=O)(=O)n1ncnc1N	102	86	.	13	24	98	71	12
39	COc1ccc(N2CCN(CC(=O)N3CCN(c4nnc(-c5ccccc5)c(-c5ccccc5)n4)CC3)CC2)cc1	45	51	.	19	32	65	2.0*	1.6*
40	CCCN(CCC)S(=O)(=O)c1ccc(C(=O)OCCCN(C)C)cc1	98	91	96	121	117	102	128	96
41	COc1cc(C2N(c3ccccc3)NC(=O)[C@@H]3CCCN23)cc(OC)c1OC (some centres undefined)	102	114	92	99	109	88	110	105
42	O=C1C=Cc2ccccc2/C1=C/c1sc(=O)[nH]c1O	98	129	95	86	103	93	94	101
43	C#C[C@@]1(O)[C@@H](CO)O[C@@H](n2cc(F)c3c(N)ncnc32)[C@@H]1O	1.5*	-46*	13	9.2*	13	17	5.1*	4.5*
44	CCOC(=O)C1=C(C)NC(=O)NC1c1ccc(OCC(=O)N=Nc2c(O)[nH]c3ccc(C)cc23)cc1 (centres undefined)	93	84	81	97	87	89	73	71
45	Cc1cccc(C)c1Nc1nnc(-c2ccco2)o1	104	96	103	115	113	112	106	100
46	Cc1nnc(-n2cccc2)s1	105	105	92	106	99	89	96	99
47	CCCC(=O)Oc1ccc2ccccc2c1	106	94	110	96	90	90	94	92
48	COc1cc2c(c(OC)c1OC)C(=O)CC(c1cccc(NC(=O)[C@@H](NC(=O)OC(C)(C)C)C(C)C)c1)O2 (some centres undefined)	102	86	93	89	100	100	94	87
49	CCOc1ccc(C(=O)OCCCl)cc1	105	102	99	107	106	110	107	106
50	CC1(C)C(=O)CC[C@]2(C)[C@H]3C(=O)C=C4[C@@H]5C[C@@](C)(C(=O)N6CCNCC6)CC[C@]5(C)CC[C@@]4(C)[C@]3(C)CC[C@@H]12	104	109	85	103	104	98	102	101
51	CC(C)(C)c1cc(C(C)(C)C)c(O)c(C(C)(C)C)c1	107	101	110	91	99	91	94	100
52	Cc1nc2c(=O)[nH]c(SCC(=O)O)nc2[nH]c1=O	103	93	110	102	95	96	104	103
53	COC(=O)C1Cc2ccccc2CN1C(=O)c1ccc2c(c1)Cc1ccccc1-2 (centres undefined)	25[50 µM]	14[50 µM]	57[50 µM]	21[50 µM]	32[50 µM]	77[50 µM]	18[50 µM]	22[50 µM]
54	O=C(c1ccc([N+](=O)[O-])cc1)N1CCOCC1	123	126	75	94	.	92	96	97
55	COc1ccc(C(=S)N2CCN(c3cccc(C)c3)CC2)cc1OC	2.6*	66	.	25	74	91	80	55
56	Cc1ccc(Nc2[nH]c(=O)[nH]c(=O)c2N=O)cc1	105	113	92	95	92	98	91	91
57	COc1ccc(OC)c(C(=O)C[n+]2ccccc2)c1	91	102	94	96	.	100	96	90
58	CCCCCCCCn1ccc2cc(NC(=O)CN3CCN(c4nc(C)cc(N5CCOCC5)n4)CC3)ccc21	96	72	89	35	79	93	69	58
59	Cn1c(N2CCCCC2)nc(-c2ccc([N+](=O)[O-])cc2)c(C#N)c1=O	119	89	91	67	98	99	100	89
60	S=P(N1CC1)(N1CC1)N1CC1	97&105	68&106	35	53&109	106&107	37&109	136&99	62&98

# In another format: entries from further up
[53] COC(=O)C1Cc2ccccc2CN1C(=O)c1ccc2c(c1)Cc1ccccc1-2 (centres undefined)
[54] O=C(c1ccc([N+](=O)[O-])cc1)N1CCOCC1
[59] Cn1c(N2CCCCC2)nc(-c2ccc([N+](=O)[O-])cc2)c(C#N)c1=O
[60] S=P(N1CC1)(N1CC1)N1CC1
[51] CC(C)(C)c1cc(C(C)(C)C)c(O)c(C(C)(C)C)c1
[55] COc1ccc(C(=S)N2CCN(c3cccc(C)c3)CC2)cc1OC
[58] CCCCCCCCn1ccc2cc(NC(=O)CN3CCN(c4nc(C)cc(N5CCOCC5)n4)CC3)ccc21
Assay by compound	53	54	59	60	51	55	58
MDA-MB-435	25[50 µM]	123	119	97&105	107	2.6*	96
MDA-MB-468	14[50 µM]	126	89	68&106	101	66	72
SR	57[50 µM]	75	91	35	110	.	89
K-562	21[50 µM]	94	67	53&109	91	25	35
CCRF-CEM	32[50 µM]	.	98	106&107	99	74	79
HOP-62	77[50 µM]	92	99	37&109	91	91	93
RPMI-8226	18[50 µM]	96	100	136&99	94	80	69
MOLT-4	22[50 µM]	97	89	62&98	100	55	58

# More records.
No.	Structure	MDA-MB-435	MDA-MB-468	SR	K-562	CCRF-CEM	HOP-62	RPMI-8226	MOLT-4
61	O=C(Nc1ccccc1)SC1CCCCC1	99	108	87	97	.	94	122	90
62	c1cc(-c2nnc3n2CCc2sccc2-3)ccn1	105	106	83	91	87	91	95	93
63	O=C(NNc1ccc([N+](=O)[O-])cn1)Nc1cccc2ccccc12	110	.	92	83	96	108	96	86
64	O=C(O)c1ccc(NC(=O)c2nc(-c3ccccc3)n(-c3ccc(Cl)cc3)n2)cc1	109	105	98	.	105	98	102	97
65	Cc1nc(Nc2nc3ccccc3o2)nc(-c2cccc([N+](=O)[O-])c2)c1C(=O)Nc1ccc(F)c(Cl)c1	8.9*	-2.0*	-8.3*	4.5*	23	16	-41*	-24*
66	Cc1ccc(S(=O)(=O)/C(=C\c2ccc(Cl)cc2)C(=O)c2ccc3ccccc3c2)cc1	98	106	105	117	101	114	104	105
67	COc1cc(CCn2nnc3c(Nc4ccc(N5CCN(C)CC5)cc4)ncnc32)cc(OC)c1	101	89	74	73	93	101	82	87
68	CC/C(=C(/c1ccc(Cl)cc1)c1ccc(OCCN2CCOCC2)cc1)c1ccccc1	95	91	85	64	84	106	80	86
69	CC(=O)Oc1ccccc1C(=O)Nc1ccc(C(=O)/C=C/c2ccc(O)cc2)cc1	106	102	96	90	94	108	89	101
70	Cn1cc(/C=c2\sc3nc4ccccc4n3c2=O)c2ccccc21	78	75	105	104	111	81	89	110
71	O=c1c2cc(F)cc(Cl)c2sc2c(Cl)nc3ccccc3c12	110	99	.	110	87	89	115	103
72	Cn1c(=O)c2[nH]c(NC(N)=S)nc2n(C)c1=O	98	91	98	112	99	.	95	100
73	O=[N+]([O-])c1ccc(/C=N/O)s1	107	103	84	96	93	119	83	82
74	CCc1ccc(NCC(=O)Cn2cc(COc3ccc(C=Nc4cnc5ccccc5c4)cc3)nn2)cc1	110	110	104	97	102	108	114	112
75	O=C(CN1CCN(c2cc(=O)n(-c3ccccc3)c3ccccc23)CC1)Nc1nc(-c2ccccc2)cs1	73	13	51	22	40	66	46	18
76	Fc1ccc(-c2cn3ccnc3c(-c3ccc4ncn(C5CCCCC5)c4c3)n2)cc1	98	81	80	75	67	.	50	75
77	NS(=O)(=O)c1ccc(-n2c(-c3ccc(Cl)cc3)nc(/C=C3\C=Nc4ccccc43)c2O)cc1	103	102	89	101	91	100	88	90
78	Cn1cnc([N+](=O)[O-])c1Sc1ncn[nH]1	101	73	126	137	.	97	.	121
79	Cc1sc2nc(CN(C)C(C)c3cccs3)nc(N)c2c1C (centres undefined)	86	.	33	57	59	81	54	38
80	Oc1cc2oc3cc(O)c(O)cc3c2cc1O	104	109	92	91	96	104	101	98
81	c1ccc(-c2c3c(n(C4CCCCC4)c2-c2ccccc2)N=NN2CCN=C32)cc1	103	97	108	86	102	103	98	100
82	Cn1ccnc1C(=O)/C=C/c1ccc(C(=O)Nc2c(F)c(F)c(F)c(F)c2F)cc1	49	-17*	-17*	1.0*	2.6*	2.0*	-9.0*	2.6*
83	CS(=O)(=O)c1ccc(C(=O)N2N=C(c3ccc(F)cc3)CC2c2ccc(F)cc2)cc1 (centres undefined)	106	91	99	71	101	86	88	65
84	COC(CCC#N)c1ccccc1 (centres undefined)	103	.	87	.	95	.	101	100
85	CN(C)c1nc(-c2ccccc2)c(/C=C2\SC(=S)N(CCCC(=O)O)C2=O)s1	99	98	95	97	107	107	111	108
86	OC/C(Br)=C(\Br)CO	112	119	103	110	93	100	98	111
87	CCOC(=O)C1=CC(=O)N2C(=NC(=O)C2CC(C)C)S1 (centres undefined)	103	91	104	113	95	91	98	106
88	COc1cc(/C=C2\Cc3cc4c(cc3C2=O)OCO4)cc(OC)c1	99	99	96	102	97	97	104	92
89	COc1nc2c(c(=O)[nH]1)C1(C(=O)N(C)c3ccccc31)c1c(nc(OC)[nH]c1=O)N2	106	90	85	97	126	121	120	95
90	CN(CCC#N)c1ccc(/C=C2\NC(=O)NC2=O)cc1	93	110	102	107	107	99	110	92
91	Cc1nn(-c2ccc(Br)cc2)c2nc3[nH]c(=O)[nH]c(=O)c3nc12	99	116	114	101	118	120	121	116
92	S=C(NNc1ccccc1)NNc1ccccc1	97	102	100	118	113	.	98	112
93	COc1ccc(-c2nc(SCC(C)C)nc(NNC(N)=S)c2C#N)cc1	95	77	97	95	94	64	82	97

# Source: PubChem (NCI)
